Compound activity (PubChem BioAssay)
All columns: NCI-60 one-dose screen, growth in % after 48 h at 10 µM unless noted; 100 = growth as untreated, 0 = no growth, -100 = all killed.
K-562 – K-562 leukemia; AID 1794777; hit rate 7.4% among 78,000
MDA-MB-435 – MDA-MB-435 melanoma; hit rate 7.8% among 82,000; AID 1794794
CCRF-CEM – CCRF-CEM leukemia | hit rate 7% among 77,000 | AID 1794778
HOP-62 – HOP-62 NSCLC. hit rate 3.9% among 80,000. AID 1794735
MOLT-4 – MOLT-4 leukemia cells | hit rate 6.9% among 80,000 | AID 1794779
HOP-92 – HOP-92 NSCLC cells; hit rate 6.3% among 71,000
RPMI-8226 – RPMI-8226 leukemia cells. hit rate 7.5% among 77,000. AID 1794781
SR – SR leukemia cells | AID 1794780 | hit rate 8.7% among 73,000
Starred values were filed as active, the others as inactive; nt = not tested or not shown; & = joins results of further samples; [ ] = dose if it differs, or a comment. Rule for the calls: active = growth percent below 10; inactive = the rest.

SMILES | K-562 | MDA-MB-435 | CCRF-CEM | HOP-62 | MOLT-4 | HOP-92 | RPMI-8226 | SR
O=C1NC(=S)NC(=O)C1=Cc1cccc(Cl)c1 | 124.8 | nt | 110.8 | 106.4 | 125.1 | 111.7 | 99.0 | 130.2
COc1ccc2c(c1OCC#CC#Cc1ccsc1)C(=O)O[C@@H]2[C@H]1c2c(cc3c(c2OC)OCO3)CCN1C | 82.7 | 95.6 | 92.2 | 82.7 | 72.4 | 86.2 | 82.9 | 68.4
O=C(Cn1cc(CN2CCN(c3ccnc4cc(Cl)ccc34)CC2)nn1)Nc1ccccc1F | 83.0 | 104.1 | 100.4 | 69.3 | 91.6 | 83.1 | 90.7 | 96.5
O=C1c2ccccc2-c2c1c1c(NCCCO)nc3ccccc3c1n2Cc1ccccc1 | 16.9 | 18.2 | 36.0 | -35.5* | 16.9 | -33.4* | 46.2 | 5.2*
CCCCC(=S)SSC(C)(C)C | 98.3 | 117.4 | 104.7 | 103.0 | 95.1 | 94.3 | 106.5 | 103.1
CCCC(C)NCCOC(=O)Nc1ccccc1 (stereo not given) | 93.7 | 97.2 | 87.2 | 102.0 | 96.6 | nt | 101.4 | 100.8
Cc1ccc(SC2c3ccc(Br)cc3Oc3nc(N)c(C#N)c(N)c32)cc1 (stereo not given) | 74.6 | 101.1 | 43.6 | 83.3 | 59.9 | 80.4 | 95.6 | 65.5
Cc1ccc(S(=O)(=O)NCCCNc2cc(-c3cn(C(C)(C)C)nc3-c3ccccc3)ccn2)cc1 | 20.9 | 94.3 | 58.7 | 94.3 | 53.5 | nt | 43.8 | 27.9
COc1ccc(C(=O)c2cc(C)c(OC)c(C)c2)c(OC)c1O | 8.5* | -40.3* | 16.3 | 12.9 | 23.4 | -0.1* | 25.9 | 18.8
CCOP(=O)(OCC)c1nc(-c2ccccc2)oc1N(C)CC(O)C(O)C(O)C(O)CO (stereo not given) | 97.0 | 105.7 | 102.0 | 107.0 | 103.2 | 108.6 | 113.3 | 101.9
CC(C)(C)C1CCC(C(=O)O)CC1 (stereo not given) | 105.8 | 99.4 | 95.6 | 101.6 | 105.0 | nt | 93.3 | 103.0
CC(C)(C)N1COCC(COc2ccc(Cl)cc2)OC1 (stereo not given) | 88.2 | 105.3 | 91.7 | 101.2 | 76.5 | 99.0 | 110.1 | nt
CC[N+](CC)(CC)CC | 103.0 | 104.2 | nt | 95.1 | 103.4 | nt | 97.0 | 101.5
Cn1c(=O)[nH]c2nc(SC/C(=N/O)c3ccc(Cl)cc3)[nH]c2c1=O | nt | 102.3 | 119.3 | nt | 117.5 | 106.3 | 127.5 | 117.2
Cn1nc(SCc2ccccc2)c(=O)n(C(c2ccccc2)c2ccccc2)c1=O | 74.5 | 101.6 | 87.4 | 108.0 | 83.7 | nt | 86.3 | 108.0

Exported with tabs: part of the list above
compound	K-562	MDA-MB-435	CCRF-CEM	HOP-62	MOLT-4	HOP-92	RPMI-8226	SR
CCCCC(=S)SSC(C)(C)C	98.3	117.4	104.7	103.0	95.1	94.3	106.5	103.1
CC[N+](CC)(CC)CC	103.0	104.2	nt	95.1	103.4	nt	97.0	101.5

The listing picks up with the seven entries that preceded the break.
SMILES | K-562 | MDA-MB-435 | CCRF-CEM | HOP-62 | MOLT-4 | HOP-92 | RPMI-8226 | SR
COc1ccc(C(=O)c2cc(C)c(OC)c(C)c2)c(OC)c1O | 8.5* | -40.3* | 16.3 | 12.9 | 23.4 | -0.1* | 25.9 | 18.8
CCOP(=O)(OCC)c1nc(-c2ccccc2)oc1N(C)CC(O)C(O)C(O)C(O)CO (stereo not given) | 97.0 | 105.7 | 102.0 | 107.0 | 103.2 | 108.6 | 113.3 | 101.9
CC(C)(C)C1CCC(C(=O)O)CC1 (stereo not given) | 105.8 | 99.4 | 95.6 | 101.6 | 105.0 | nt | 93.3 | 103.0
CC(C)(C)N1COCC(COc2ccc(Cl)cc2)OC1 (stereo not given) | 88.2 | 105.3 | 91.7 | 101.2 | 76.5 | 99.0 | 110.1 | nt
CC[N+](CC)(CC)CC | 103.0 | 104.2 | nt | 95.1 | 103.4 | nt | 97.0 | 101.5
Cn1c(=O)[nH]c2nc(SC/C(=N/O)c3ccc(Cl)cc3)[nH]c2c1=O | nt | 102.3 | 119.3 | nt | 117.5 | 106.3 | 127.5 | 117.2
Cn1nc(SCc2ccccc2)c(=O)n(C(c2ccccc2)c2ccccc2)c1=O | 74.5 | 101.6 | 87.4 | 108.0 | 83.7 | nt | 86.3 | 108.0
C[C@@H](C[C@H](CCO)c1ccccc1)c1csc2ccccc12 | 76.8 | 87.8 | 87.8 | 94.3 | 87.1 | 84.1 | 90.6 | 103.0
C1=C(c2ccc(-c3ccccc3)cc2)Nc2ccccc2S1 | 89.3 | 101.0 | nt | 91.9 | 84.9 | nt | 86.3 | nt
O=C1OC2CCCC1CC2 (stereo not given) | 110.5 | 101.6 | 98.8 | 101.8 | 105.0 | 109.5 | 98.4 | 101.8
C=C(C)[C@@H]1CC[C@]2(C(=O)Nc3ccccn3)CC[C@]3(C)[C@H](CC[C@@H]4[C@@]5(C)CCCNC(C)(C)[C@@H]5CC[C@]43C)[C@@H]12 | -1.4* | 2.1* | 9.6* | 30.4 | -0.1* | 41.8 | -46.0* | -29.5*
Cc1ccc2c(n1)C(=O)C(Oc1ccc(C(F)(F)F)cc1)=CC2=O | 69.0 | 100.3 | 53.8 | 89.8 | 95.4 | 129.2 | 95.6 | 57.8
CC(C)(C)OC(=O)CC(S(=O)(=O)c1ccccc1)S(=O)(=O)c1ccccc1 | 43.9 | 100.3 | 46.9 | 102.9 | 82.7 | 122.2 | 99.3 | 77.9
Nc1cc2ccccc2c(=O)n1NC(=O)c1ccc(I)cc1 | 90.4 | 100.2 | 97.8 | 98.5 | 99.2 | 105.7 | 98.0 | 88.3
CCCC[P+](c1ccccc1)(c1ccccc1)c1ccccc1 | 24.4 | nt | nt | 80.2 | 59.1 | nt | nt | 41.2
COc1cc(C)c(Cl)cc1C1=NN(c2ccc(S(N)(=O)=O)cc2)C(/C=C/c2ccccc2)C1 (stereo not given) | 23.1 | 62.5 | 54.5 | 59.7 | 49.9 | nt | 35.8 | 66.7
COC(=O)/C=C1/Nc2ccccc2SC1C(=O)OC (stereo not given) | 103.5 | 123.0 | 94.2 | 83.5 | 96.3 | 75.4 | 101.0 | 100.6
O=C(/C=C/c1ccc([N+](=O)[O-])cc1)c1ccc2c3c(cccc13)CC2 | 44.8 | 97.8 | 35.5 | 53.9 | 62.7 | 55.0 | -14.1* | nt
CNC(=O)OC/C=C/c1ccccc1 | 97.5 | 106.1 | 101.9 | 101.7 | 91.5 | 98.9 | 100.9 | 96.4
N#Cc1nnc2cc(-c3ccccc3)nn2c1C1CC1 | 76.9 | 101.0 | 74.0 | 83.7 | 91.3 | 67.6 | 82.4 | nt
O=C(O)c1ccc(N2C(=O)C=CC2=O)cc1O | 98.7 | 100.1 | nt | 100.9 | 109.6 | nt | nt | 88.2
COc1ccc(CCNC2=CNCC2)cc1OC | 104.9 | 107.6 | 97.3 | 109.4 | 96.4 | 104.6 | 88.2 | 88.9
Oc1c2c(n3cccc13)=c1ccccc1=N2 | 98.4 | 106.8 | 95.1 | 104.7 | 82.8 | 82.0 | 89.0 | 81.1
O=C(Nc1ccc(F)cc1)C(Sc1nc2ccccc2c(=O)[nH]1)c1ccccc1 (stereo not given) | 104.5 | 101.9 | 101.0 | 77.8 | 103.4 | 71.3 | 102.9 | 106.3
O=C(/C=C/C12c3ccccc3C(c3ccccc31)C1C(=O)N(c3ccc(Cl)cc3)C(=O)C12)c1ccccn1 (stereo not given) | 4.6* | -29.1* | 13.1 | 5.1* | 20.0 | -53.7* | 4.0* | 13.6
NNc1nncn2c1cc1ccccc12 | 115.6 | 102.4 | 71.0 | 87.4 | 115.4 | 102.1 | 67.1 | nt
COc1ccc(C2=NN(C(C)=O)C(c3ccc(Oc4ccc(Cl)cc4)cc3)C2)cc1OC (stereo not given) | 91.7 | 99.9 | 86.8 | 82.5 | 90.6 | 80.3 | 99.5 | 91.7
Cc1ccccc1NC(=O)c1sc2nc3c(cc2c1N)C(=O)CCC3 | 22.1 | -12.9* | 30.3 | 38.2 | 67.5 | nt | 67.2 | 34.4
CC1=NN(c2nc(-c3ccccc3)c(C#N)c(=O)n2C)C(=O)C1N=Nc1ccc(C(=O)O)cc1 (stereo not given) | nt | 171.2 | 98.2 | 84.7 | 101.7 | 101.1 | 94.5 | 94.4
CN(C)C(=O)OC/C=C/c1ccccc1 | 99.3 | 101.0 | 95.9 | 88.5 | 105.2 | nt | 96.5 | 79.3
O=[N+]([O-])c1cccc(-c2nc(N3CCOCC3)c3c4c(sc3n2)CCCC4)c1 | 96.9 | 98.3 | 101.3 | 91.5 | 82.6 | 101.7 | 108.7 | 80.2
O=C(c1nn(-c2ccc(Cl)cc2)cc1O)n1nc(C(F)(F)F)cc1-c1ccccc1 | 18.6 | 48.1 | 1.0* | 34.6 | 13.1 | nt | -10.4* | -30.4*
O=C1NC(=O)/C(=C\c2cccc(Br)c2)N1 | 99.1 | 110.1 | 92.9 | 98.9 | 97.4 | 81.0 | 91.6 | 104.3
O=[N+]([O-])c1ccccc1S(=O)NCc1c(Cl)cccc1Cl (stereo not given) | 101.2 | 98.9 | 98.0[100 µM] | 110.3 | 107.9 | 97.5 | 97.5 | 101.3[100 µM]
c1ccc(-c2csc(Nc3cccc(Nc4nc(-c5ccccc5)cs4)c3)n2)cc1 | 26.6 | 44.7 | 38.6 | 73.0 | 13.7 | 43.7 | 49.3 | nt
Clc1ccc(/C=N/Nc2ncc(-c3cc4cc5c(cc4o3)OCO5)s2)c(Cl)c1 | 93.4 | 107.4 | 103.1 | 96.8 | 97.4 | 109.6 | 89.9 | nt
Clc1ccc(Cc2ccncc2)cc1 | 111.0 | 111.6 | 104.2 | 106.5 | 114.3 | 85.6 | 109.1 | 97.6
CC(C)OC(=O)c1ccc2n1CCCc1cnc(NC3CCCC3)nc1-2 | 64.8 | 93.0 | 89.0 | nt | 91.3 | 95.4 | 87.8 | 74.0
CC(=O)OC[C@]12CC[C@@H](C)[C@H](C)[C@H]1[C@]13O[C@H](/C1=N\O)[C@@H]1[C@@]4(C)CCCNC(C)(C)[C@@H]4CC[C@@]1(C)[C@]3(C)CC2 | 31.5 | 96.0 | 76.5 | 105.8 | 51.3 | 84.9 | 74.9 | 65.3
CC(=O)Nc1nc(-c2ccc(NS(=O)(=O)c3cccc4c(N(C)C)cccc34)cc2)cs1 | 64.1 | 88.2 | 79.5 | 90.8 | 66.8 | 80.1 | 48.2 | 76.7
OCC(O)C(O)C(O)c1cnn(-c2ccccc2)n1 (stereo not given) | 110.0&104.5 | 98.1&105.6 | 96.4&117.7 | 88.7&107.8 | 106.1&81.9 | 92.2&109.9 | 94.3&103.3 | 104.4&92.0
Oc1c(Cl)cc(Cl)c2ccc(CN3CCNCC3)nc12 | 19.0 | 58.6 | 36.1 | 29.3 | 39.7 | 54.1 | 39.4 | 25.6
COc1cc(C2CC(c3cccc(Nc4ccnc5cc(Cl)ccc45)c3)=NN2C=O)cc(OC)c1OC (stereo not given) | 19.4 | -68.1* | 2.7* | 1.3* | 10.0* | nt | 21.0 | 5.0*
CCCCC(=O)c1ccc(F)cc1 | 99.9 | 113.0 | 100.7 | 106.6 | 99.9 | 91.4 | 104.4 | 104.8
O=C(O)c1cc(O)c(O)c(OC(=O)c2cc(O)c(O)c(O)c2)c1 | 89.7 | nt | nt | 121.9 | 94.2 | nt | nt | 92.1
O=C(O)c1cn(C2CC2)c2cc(N3CCN(C(=O)Nc4nc(-c5ccc(Br)cc5)cs4)CC3)c(F)cc2c1=O | 18.0 | 9.1* | 6.7* | 21.8 | 8.4* | -8.6* | -9.3* | 21.5
CCC(=O)N1CCN(C(=O)CC)CC1 | 87.4 | 102.1 | 91.2 | 100.4 | 98.4 | 89.6 | nt | 94.8
CC(=O)OCCN1CCN(CCCN2c3ccccc3Sc3ccc(C(F)(F)F)cc32)CC1 | 45.6 | 75.9 | 82.6 | 87.8 | 58.7 | 38.4 | 69.1 | 53.0
COC(=O)N[C@H]1CCc2cc(OC)c(OC)c(OC)c2-c2ccc(SC)c(=O)cc21 | 9.1* | -29.5* | 15.6 | 23.4 | 9.7* | 15.2 | nt | 3.1*
CCN1C(=S)N(CC)C2C1NC(=O)N2/N=C/C=C/c1ccccc1 (stereo not given) | 80.3 | 92.6 | 94.3 | 110.0 | 90.6 | 90.2 | 86.9 | 75.1
Cc1ccc(Nc2nnc(-c3ccc(Cl)cc3)o2)c(C)c1 | 24.8 | 6.8* | 83.3 | 81.8 | 61.7 | 106.6 | 89.6 | 53.0
CC(=O)c1ccc(N=Nc2c(N)nc(N)[nH]c2=O)cc1 | 103.7 | 110.5 | 98.6 | 81.5 | 106.0 | 94.1 | 104.7 | 90.5
Cc1nc2ccc(Nc3nc(N4CCOCC4)nc(N4CCOCC4)n3)cc2n1Cc1ccccc1 | 93.7 | 103.7 | 95.2 | 95.4 | 75.0 | 85.2 | 94.6 | 80.5
CCCCCCCOc1cccc(/C=C2\N=C3SCCCN3C2=O)c1 | 90.4 | 100.3 | 111.2 | 108.3 | 100.4 | nt | 91.7 | 105.5
CCOC(=O)CCCCN1C(=O)S/C(=C\c2ccc(F)cc2)C1=O | 102.6 | 100.2 | 109.1 | 101.7 | 113.2 | nt | 104.6 | 100.9
